D1 potentiator: human D1 dopamine receptor positive modulation; P21728; HEK293 TREx D1 cells, calcium flux, dopamine EC20 potentiation; potentiation, % at 10 µM; actives 0.036% (n = 360,000); AID 504651; in the data active means potentiation above about 30%; further: 0% is about no effect
D1 ag: agonists of human D1 dopamine receptor. P21728. HEK293 T-REx D1 cells, calcium flux, agonist mode. activation, % at 2 µM. actives 1% (n = 360,000). AID 504660; further: 0% is about no effect
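Inducible HEK293 T-REx D1 cells, force-coupled to calcium signalling, were plated at 4000 cells/well with tetracycline and held overnight at 30 C. After no-wash calcium dye loading, compound-evoked calcium rise over 180 s flagged agonists.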
D2 potentiator: positive allosteric modulators of human D2 dopamine receptor | P14416 | actives 0.34% (n = 340,000) | AID 485347 | HEK293 T-REx D2, calcium flux, EC20 dopamine potentiation | potentiation, % at 10 µM;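 active means potentiation over 3 SD above the plate norm, cut at about 30% in these data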; further: 0% is about no effect
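Tetracycline-induced Hek293 Trex D2 cells, force-coupled to calcium, loaded with no-wash calcium dye. Compound added with 180 s kinetic read for agonism, then EC20 dopamine and a further 180 s read for potentiation.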
D1 antag: antagonists of human D1 dopamine receptor | P21728 | HEK293 TREx D1 cells, calcium flux, dopamine EC80; stronger effect = lower value | activity change, negative = inhibition, % at 10 µM | actives 3.2% (n = 360,000); in the data active means activity change below about -30%; further: on the % scale 0 is the no-effect control and ±100 the full control effect
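Compound effects on dopamine-evoked calcium signalling were measured in tetracycline-induced HEK293 Trex D1 cells. Dopamine at EC80 followed a 180 s compound pre-read, and fluorescence was tracked kinetically for 180 s more.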
TRHR enhancer: TRH receptor (human) allosteric enhancement; AID 493056; TRHR cells, fluo-8 calcium fluorescence, EC20 TRH enhancement; actives 0.66% (n = 360,000); enhancement, % at 2 µM; P34981; in the data active means enhancement above about 30%; further: 0% is about no effect
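TRHR-expressing cells loaded with fluo-8 calcium dye were read kinetically (ex 480/em 530) during compound addition, then stimulated with an EC20 of TRH (10 nM final). Enhancement of the Gq-mediated intracellular calcium response was scored.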
RXFP1 antagonist: RXFP1 (human) relaxin receptor antagonism; Q9HBX9; HEK293-RXFP1, relaxin-stimulated cAMP HTRF, 30 min; stronger effect = lower value; activity change, negative = inhibition, % at 57.5 µM; actives 0.59% (n = 350,000);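 active means activity change of -60% or lower, but not beyond a set lower limit; inconclusive means change between -60% and -40%, or beyond the set limit; inactive means change above -40%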; further: on the % scale 0 is the no-effect control and ±100 the full control effect
Target sequence (Q9HBX9 whole entry, looked up): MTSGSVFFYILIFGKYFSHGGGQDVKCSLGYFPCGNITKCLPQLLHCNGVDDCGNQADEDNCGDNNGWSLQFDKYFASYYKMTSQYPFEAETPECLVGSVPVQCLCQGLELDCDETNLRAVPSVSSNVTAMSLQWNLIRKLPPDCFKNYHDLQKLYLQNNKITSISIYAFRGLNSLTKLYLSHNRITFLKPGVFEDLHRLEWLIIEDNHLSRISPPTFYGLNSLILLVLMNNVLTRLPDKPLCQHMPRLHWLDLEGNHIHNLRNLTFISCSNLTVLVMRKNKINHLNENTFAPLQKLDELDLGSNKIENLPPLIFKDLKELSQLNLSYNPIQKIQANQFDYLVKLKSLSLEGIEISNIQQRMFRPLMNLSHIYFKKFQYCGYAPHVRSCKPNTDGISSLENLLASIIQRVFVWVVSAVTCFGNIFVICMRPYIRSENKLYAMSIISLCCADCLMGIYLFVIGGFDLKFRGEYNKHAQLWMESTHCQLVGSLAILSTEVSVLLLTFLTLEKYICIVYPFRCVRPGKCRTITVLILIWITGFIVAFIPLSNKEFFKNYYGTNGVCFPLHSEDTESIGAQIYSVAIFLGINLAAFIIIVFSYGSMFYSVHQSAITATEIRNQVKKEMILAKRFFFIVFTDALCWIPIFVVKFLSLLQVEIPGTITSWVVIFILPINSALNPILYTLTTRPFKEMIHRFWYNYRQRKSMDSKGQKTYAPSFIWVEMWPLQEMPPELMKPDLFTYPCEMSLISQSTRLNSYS
D2 agonist: D2 dopamine receptor (human) agonism. activation, % at 2 µM. HEK293 T-REx D2 cells, calcium flux agonist mode. P14416. actives 0.53% (n = 340,000);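 active means activation over 3 SD above normal in the single-dose calcium agonist read, cut at about 30% in these data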; further: 0% is about no effect
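Tetracycline-induced HEK293 Trex cells with D2 receptor force-coupled to calcium signaling, plated overnight at 30 C and loaded with no-wash calcium dye. Calcium flux read kinetically for 180 s after compound addition; responses flag agonists.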
D2 antagonist: antagonists of human D2 dopamine receptor. P14416. HEK293 TREx D2 cells, calcium flux, dopamine EC80. inhibition, % at 10 µM. actives 2% (n = 340,000). AID 485344; in the data active means inhibition above about 30%; further: 0% is about no effect
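Dopamine at EC80 is the agonist stimulus; test compounds precede it by 180 s. Calcium flux read kinetically in a force-coupled, inducible HEK293 T-REx D2 cell line.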
TRHR agonist: activates the human TRH receptor. P34981. TRHR cells, calcium flux fluo-8, FDSS agonist mode. activation, % at 2 µM. actives 0.18% (n = 360,000). AID 493084; further: 0% is about no effect
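TRHR-expressing cells, plated overnight in medium with 10% serum, were loaded with fluo-8 calcium dye at room temperature. After a 10 s baseline, library compound was pin-added and calcium release was recorded kinetically (ex 480/em 530) as agonist response.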
Starred values were filed as active, the others as inactive; ? = inconclusive; . = not tested or not shown; & = joins results of further samples; ! = not confirmed by another sample. Unless noted, no stated cut-off is given here; in the data, active means activation above about 30%; inactive means the rest. No enrichment for hits, and some 7.3% of all compounds hit somewhere here.

Structure,RXFP1 antagonist,D2 agonist,D1 potentiator,TRHR enhancer,D2 potentiator,D1 ag,D2 antagonist,TRHR agonist,D1 antag
CC(=O)n1cc([C@@H]2C=C(C(=O)Nc3ccccc3)O[C@H](OCc3ccc(CO)cc3)C2)c2ccccc21,.,0.5,5,3,-1,3,-5,0.3,3
CCC(Oc1ccccc1)C(=O)Nc1ccccc1C(=O)N1CCN(C)CC1 (stereo unspecified),-7,0.3,-4,0,9,-1,-11,-0.2,3
Cc1ccc(NS(=O)(=O)c2ccc3[nH]c(=O)sc3c2)cc1,-10,0.1,-6,-8,11,1,4,0.3,13
CC(C)(C)C(=O)Nc1ccccc1C(=O)NCCC(=O)Nc1ccccc1,.,0.1,4,-1,-3,2,7,-0.4,-1
COc1ccccc1C1CCN(Cc2ccc(Cl)c(Cl)c2)CC1,3,-0.7,-5,-5,-29,0,84*,-0.4,-3
Fc1cccc(Cl)c1CNCCCSc1ncccn1,11,5.7,-3,-2,-3,4,9,-0.3,-6
COc1cccc(C(=O)OCC(=O)Nc2ccccc2N2CCOCC2)c1,15,-0.3,5,1,-4,0,2,-0.3,-14
CC(C)c1csc(CN2CCCC(CCC(=O)NCc3ccccc3F)C2)n1 (stereo unspecified),-10,1.1,-4,-4,3,3,-8,-0.7,-1
C=CCc1ccccc1OCC(O)CN1CCN(CCO)CC1 (stereo unspecified),1,-1.8,1,3,-21,0,-22,-0.4,-17
Cc1ccc(C)c(NC(=O)CCN2CCc3ccccc3C2)c1,4,1.2,-6,-4,-20,6,31*,0.9,14
C=CCn1c(=O)[nH]c2cc(C(=O)N3CC=C(c4ccccc4)CC3)ccc2c1=O,-72*,-1.2,2,0,6,1,36*,-1.4,2
CN1CCc2nc(SCCOc3ccccc3)c(C#N)cc2C1,-2,0.0,-5,13,.,3,31*,0.8,-1
CCc1ccc(NC(=O)C(=S)NC2CCCCC2)cc1,-22,.,15,5,.,5,.,0.7,-3
OCc1cnc(SCc2ccccc2)n1Cc1ccccc1,5,-0.3,-2,-7,1,3,-2,-0.1,2
O=C(CCC(=O)Nc1ccccc1Cl)NNC(=O)Nc1cccc([N+](=O)[O-])c1,-7,0.7,-1,4,6,1,4,0.3,-1
Cn1c(SCC(=O)Nc2nc3c(s2)CCCC3)nnc1-c1ccccc1,11,-0.7,0,-8,-19,0,-4,-0.5,2
CCOC(=O)N1CCc2c(sc3c2c(=O)n(-c2ccc(CC)cc2)c(=O)n3C)C1,0,.,1,-4,1,-1,.,-0.1,5
Cc1cc(C)c2c(C)c(C(=O)NCc3ccncc3)oc2c1,2,-0.7,-5,-2,-23,-1,-6,-1.1,-44*
Cc1ccc(C)c(CN2C(=O)c3ccccc3S(=O)c3ccc(C(=O)NCc4ccccc4Cl)cc32)c1 (stereo unspecified),.,1.3,-6,7,-4,8,.,1.4,-2
Cc1cc(C)cc(NC(=O)N2CCC(NC(=O)c3ccc(F)cc3)CC2)c1,-7,0.7,0,18,-3,1,-6,-0.6,3

Fetched one by one from the entries so far:
Structure,RXFP1 antagonist,D2 agonist,D1 potentiator,TRHR enhancer,D2 potentiator,D1 ag,D2 antagonist,TRHR agonist,D1 antag
O=C(CCC(=O)Nc1ccccc1Cl)NNC(=O)Nc1cccc([N+](=O)[O-])c1,-7,0.7,-1,4,6,1,4,0.3,-1
CC(C)c1csc(CN2CCCC(CCC(=O)NCc3ccccc3F)C2)n1 (stereo unspecified),-10,1.1,-4,-4,3,3,-8,-0.7,-1
Fc1cccc(Cl)c1CNCCCSc1ncccn1,11,5.7,-3,-2,-3,4,9,-0.3,-6
COc1ccccc1C1CCN(Cc2ccc(Cl)c(Cl)c2)CC1,3,-0.7,-5,-5,-29,0,84*,-0.4,-3

Additional compounds
Structure,RXFP1 antagonist,D2 agonist,D1 potentiator,TRHR enhancer,D2 potentiator,D1 ag,D2 antagonist,TRHR agonist,D1 antag
CCC1CCCCN1S(=O)(=O)c1ccc(NC(=O)c2snnc2C)cc1 (stereo unspecified),20,0.4,-5,-2,36*,6,-8,-0.4,-5
O=c1c2cc3c(=O)n(-c4ccccc4O)c(=O)c3cc2c(=O)n1-c1ccccc1O,-6,2.0,-4,3,8,2,-8,0.3,-13
CCCCN(CCCC)C(=O)CCS(=O)(=O)c1ccc2c(c1)n(C)c(=O)c(=O)n2C,-2,-0.3,-1,2,-3,1,-3,-0.6,-11
COc1ccc(Cl)cc1NC(=O)CSc1nc(-c2ccccc2)c2ccccc2n1,-10,1.1,5,-3,16,3,.,2.0,3
CC(C)(C)n1nnnc1CN1CCC(NC(=O)NC2CCCCC2)CC1,-11,1.2,-11,7,-16,1,4,-0.2,8
COc1ccc(C(=O)NCC(=O)OCC(=O)N2CCc3ccccc32)cc1,-1,-0.2,-2,-7,-4,1,6,-0.3,7
Cc1ccccc1-n1c(SCC(=O)Nc2ccccc2Cl)nc2n[nH]c(C)c2c1=N,-8,.,-7,-11,.,4,.,-1.8,-8
O=C(NCC(c1ccco1)N1CCc2ccccc21)c1ccccc1F (stereo unspecified),-1,-0.7,-7,-11,1,1,12,0.1,0
Cc1ccc2nc(SCC(=O)c3ccc(O)cc3O)[nH]c2c1,-10,0.7,-8,9,6,-1,9,-0.1,-20
Cc1cccc(N(C)S(=O)(=O)c2ccc(-c3cc(C)no3)s2)c1,0&-8,0.8&-0.8,5&-5,-11&-11,2&-5,33*!,-20,1.3&2.1,-5&-24
Cn1cc([N+](=O)[O-])c(C(=O)Nc2nc(-c3ccc(Cl)cc3)cs2)n1,-9,0.7,3,3,-12,28,.,-0.2,-48*
Cc1ccnc2nc(C(=O)Nc3nccs3)nn12,-6,-0.1,-2,-5,-8,-1,-3,0.2,10
CCOC(=O)C[n+]1c(C)ccc2c1CCC2,-13,0.9,-1,2,-2,2,-1,0.0,-9
O=C(COC(=O)c1ccc(N2CCCC2=O)cc1)c1ccc(OC(F)F)cc1,9,0.0,-16,3,-4,8,2,0.8,-14
Cc1c(-c2ccccc2)[nH]n2c(=O)c3c(nc12)CCCC3,.,-0.5,-6,-2,-8,1,-1,0.0,3
CN(C(=O)COc1ncnc2sccc12)C1CCCCC1,-1,0.3,0,3,3,1,5,0.3,10
CCOCCCN(C(=O)c1snc(C(N)=O)c1N)C(C(=O)NC1CCCC1)c1ccc(O)cc1 (stereo unspecified),-15,-3.0,-6,7,.,-1,-13,-0.4,5
O=C(NC1CC2CCCC(C1)N2C(=O)NC1CCCCC1)c1ccc(F)cc1 (stereo unspecified),-3,0.0,-2,-5,1,1,-11,-1.4,10
Cc1n[nH]c(C)c1S(=O)(=O)N1CCN(C2CCCCC2)CC1,-15,-0.2,-1,1,11,-1,-10,-0.5,10
CCN(CC)CCCN1C(=O)C(O)=C(C(=O)c2ccc(C)o2)C1c1cccs1 (stereo unspecified),.,0.9,-2,6,7,2,-2,0.5,10
O=C(NCc1cccs1)C1CC(=O)N(C2CCCC2)C1 (stereo unspecified),-5,0.4,-7,0,.,0,7,2.0,5
COCCn1c(-c2ccccc2)cnc1N,-9,0.9,6,0,-17,5,6,0.8,27
COc1cc(S(=O)(=O)N2CCN(Cc3ccc4c(c3)OCO4)CC2)c(C)cc1C,-38,-2.0,-2,-2,-22,0,-9,-0.1,-8
O=C1N(c2ccccc2)C2CS(=O)(=O)CC2N1c1ccc(Br)cc1 (stereo unspecified),-14,.,-8,-2,.,-2,.,0.6,-9
COc1ccc(C2/C(=C(/O)c3ccc4c(c3)CC(C)O4)C(=O)C(=O)N2CCCN2CCOCC2)cc1 (stereo unspecified),-17,.,-1,14,.,2,.,0.1,13
Cc1ccc(NC(=S)Nc2ccccn2)cc1C,.,0.4,1,2,3,1,-15,0.1,26
Cc1ccc(CN2C(=O)CCC2(C)C(=O)NCc2cccnc2)cc1 (stereo unspecified),5,0.0,3,2,15,6,4,-0.9,-2
COC(=O)c1ccc(CN2CCN(CC=C(C)C)C(CCO)C2)cc1 (stereo unspecified),?,0.6,-2,17,12,2,-5,0.1,3
Cn1c(=O)c(C(=O)NCCCc2ccccc2)c(O)c2ccccc21,11,.,-10,11,.,7,.,-1.4,-5
N#CCCN(Cc1ccccc1)C(=O)Nc1ccc(F)cc1,-5,0.2,-7,-1,-9,2,5,0.3,4
Cc1ccc(C)c(S(=O)(=O)N2CCN(C(=O)/C=C/c3ccco3)CC2)c1,-19,.,-4,7,.,10,.,0.3,-3
O=C(O)c1ccc(N=NN2CCCCC2)cc1,-4,0.4,1,-8,12,4,8,0.3,-1
CSc1nc2c(c(=O)[nH]1)C(c1cccc(F)c1F)CC(=O)N2 (stereo unspecified),-4,-2.1,-2,5,7,2,.,-1.3,4
Nn1c(SCC(=O)Nc2nccs2)nnc1-c1ccccn1,12,.,-6,12,.,-1,.,-0.4,-24
COc1ccc(-c2nc3nc(C)cc(C)n3n2)cc1,-10,.,-2,-3,.,1,.,-1.0,-1
O=C(Cn1nc(-c2ccccc2)ccc1=O)NCCCN1CCOCC1,2,0.7,0,0,-9,2,-6,0.3,0
Cc1cccc(NC(=O)CS(=O)(=O)c2cccc3nsnc23)c1,.,0.4,-5,-4,4,1,.,-0.7,-3
CC(C)C(=O)Nc1nnc(SCC(=O)NCc2ccco2)s1,-2,1.2,3,-3,4,0,6,0.5,-3
COc1ccc(NC(=O)c2ccc(Cl)c(S(=O)(=O)NCC3CCCO3)c2)c(OC)c1 (stereo unspecified),0,0.0,0,-10,10,1,-7,-0.3,1
CCN(CC)CCn1cnc2c1c(=O)n(CCOC(=O)c1cc(OC)c(OC)c(OC)c1)c(=O)n2C,-24,0.1,5,2,-1,4,12,0.4,0
COc1ccc(CCN=Cc2ccc(O)cc2)cc1OC,-8,.,-4,4,.,1,.,0.0,13
OCCC1CN(Cc2cnn(-c3ccccc3Cl)c2)CCN1Cc1ccsc1 (stereo unspecified),-22,0.5,-3,21,-21,2,11,0.6,-15
Fc1ccc2nc(Nc3nc4cc5c(cc4s3)OCCO5)sc2c1,-5,0.2,-2,-2,0,3,0,0.4,-1
CCc1ccc(OCC(=O)N2CCc3ccccc32)cc1,-23,-0.7,.,-1,-10,3,8,-0.2,11
CC(=O)c1ccc(Sc2ccccc2N)c([N+](=O)[O-])c1,-10,0.1,-7,-8,-4,1,-3,0.1,-22
O=C(Nc1n[nH]c(=S)s1)c1ccc2ccccc2c1,-11,-1.3,-1,-1,12,1,-13,-0.1,17
COc1cc2ccccc2cc1C(=O)Nc1ccc(N2CCOCC2)cc1,-6,0.0,-4,5,-7,0,-8,0.2,-4
